Pol kappa inh: inhibitors of human DNA polymerase kappa; Potency, µM (top dose mostly 107 µM), for the others: at the highest dose activity, negative = inhibition, actives largely listed as inhibitors; purified Pol kappa, fluorescent DNA synthesis assay, 10 min; 400,000 compounds, 0.53% hits; Q9UBT6; also: potency is read from the fitted curve at half-maximal effect; % is scaled to controls: 0 for no effect and ±100 for the full control effect
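Readout: fluorescence, taken kinetically at 0 and 10 min. Conditions: 10 nM Pol kappa, 15 min RT compound preincubation, 50 nM substrate final. Controls: enzyme-free buffer wells.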
Pol eta inh: blocks human DNA polymerase eta activity; Q9Y253; recombinant Pol eta, fluorescent DNA replication assay; Potency, µM (highest dose often 114 µM), for inactives: top-dose activity change, negative = inhibition, actives largely listed as inhibitors; 390,000 compounds, 1.2% hits; AID 588591; also: potency is read from the fitted curve at half-maximal effect; % is scaled to controls: 0 for no effect and ±100 for the full control effect
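Pol eta (10 nM) was preincubated with compounds for 15 min at room temperature, after which fluorescent replication substrate (50 nM final) was added to start the reaction. Fluorescence was read kinetically at 0 and 10 min.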
Pol beta inh: DNA polymerase beta (human) inhibition. P06746. Pol beta primer extension/strand displacement, fluorescence kinetic. Potency, µM (series often up to 114 µM), without a hit: top-dose activity change, negative = inhibition, most hits filed as inhibitors. 340,000 compounds, 1.3% hits. AID 485314; also: potency is read from the fitted curve at half-maximal effect; % is scaled to controls: 0 for no effect and ±100 for the full control effect
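Enzyme-only controls used 10 nM Pol beta; buffer lacking enzyme served as negative control. Compound preincubated 15 min, then 50 nM substrate added; 0 and 10 min reads at room temperature.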
APE1 inh: blocks human APE1 abasic DNA cleavage; recombinant APE1, TAMRA/BHQ-2 abasic DNA cleavage fluorescence; Potency, µM (highest dose often 65.8 µM), for inactives: at the highest dose activity change, negative = inhibition, usual class: inhibitors; 350,000 compounds, 0.35% hits; AID 2517;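 also: potency is read from the fitted curve at half-maximal effect; plate controls were vehicle for no effect and reference inhibitor for full effect; nearly all actives have a fitted effect of over 55% in size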
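Substrate: short duplex with […] THF abasic site, 5'-TAMRA and 3'-BHQ-2, 50 nM final. APE1 at 0.75 nM, preincubated 15 min RT with compound. Fluorescence increase from first to third read measured activity.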
RXFP1 antag: RXFP1 (human) relaxin receptor antagonism. Q9HBX9. HEK293-RXFP1, relaxin-stimulated cAMP HTRF, 30 min; hits give low values. activity change, negative = inhibition, % at 57.5 µM. 350,000 compounds, 0.59% hits. AID 1259400;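 active = activity change of -60% or lower, but not beyond a set lower limit; inconclusive = change between -60% and -40%, or beyond the set limit; inactive = change above -40%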; also: % is scaled to controls: 0 for no effect and ±100 for the full control effect
BLM helicase inh: inhibitors of human Bloom syndrome helicase BLM; P54132; recombinant BLM DNA unwinding, fluorescence dequenching; Potency, µM (series often up to 56.1 µM), without a hit: top-dose activity change, negative = inhibition, most hits filed as inhibitors; 350,000 compounds, 0.2% hits;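 also: potency is read from the fitted curve at half-maximal effect; plate controls were vehicle for no effect and no enzyme for full effect; nearly all actives have a fitted effect of over 35% in size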
Target sequence (P54132 whole entry, looked up): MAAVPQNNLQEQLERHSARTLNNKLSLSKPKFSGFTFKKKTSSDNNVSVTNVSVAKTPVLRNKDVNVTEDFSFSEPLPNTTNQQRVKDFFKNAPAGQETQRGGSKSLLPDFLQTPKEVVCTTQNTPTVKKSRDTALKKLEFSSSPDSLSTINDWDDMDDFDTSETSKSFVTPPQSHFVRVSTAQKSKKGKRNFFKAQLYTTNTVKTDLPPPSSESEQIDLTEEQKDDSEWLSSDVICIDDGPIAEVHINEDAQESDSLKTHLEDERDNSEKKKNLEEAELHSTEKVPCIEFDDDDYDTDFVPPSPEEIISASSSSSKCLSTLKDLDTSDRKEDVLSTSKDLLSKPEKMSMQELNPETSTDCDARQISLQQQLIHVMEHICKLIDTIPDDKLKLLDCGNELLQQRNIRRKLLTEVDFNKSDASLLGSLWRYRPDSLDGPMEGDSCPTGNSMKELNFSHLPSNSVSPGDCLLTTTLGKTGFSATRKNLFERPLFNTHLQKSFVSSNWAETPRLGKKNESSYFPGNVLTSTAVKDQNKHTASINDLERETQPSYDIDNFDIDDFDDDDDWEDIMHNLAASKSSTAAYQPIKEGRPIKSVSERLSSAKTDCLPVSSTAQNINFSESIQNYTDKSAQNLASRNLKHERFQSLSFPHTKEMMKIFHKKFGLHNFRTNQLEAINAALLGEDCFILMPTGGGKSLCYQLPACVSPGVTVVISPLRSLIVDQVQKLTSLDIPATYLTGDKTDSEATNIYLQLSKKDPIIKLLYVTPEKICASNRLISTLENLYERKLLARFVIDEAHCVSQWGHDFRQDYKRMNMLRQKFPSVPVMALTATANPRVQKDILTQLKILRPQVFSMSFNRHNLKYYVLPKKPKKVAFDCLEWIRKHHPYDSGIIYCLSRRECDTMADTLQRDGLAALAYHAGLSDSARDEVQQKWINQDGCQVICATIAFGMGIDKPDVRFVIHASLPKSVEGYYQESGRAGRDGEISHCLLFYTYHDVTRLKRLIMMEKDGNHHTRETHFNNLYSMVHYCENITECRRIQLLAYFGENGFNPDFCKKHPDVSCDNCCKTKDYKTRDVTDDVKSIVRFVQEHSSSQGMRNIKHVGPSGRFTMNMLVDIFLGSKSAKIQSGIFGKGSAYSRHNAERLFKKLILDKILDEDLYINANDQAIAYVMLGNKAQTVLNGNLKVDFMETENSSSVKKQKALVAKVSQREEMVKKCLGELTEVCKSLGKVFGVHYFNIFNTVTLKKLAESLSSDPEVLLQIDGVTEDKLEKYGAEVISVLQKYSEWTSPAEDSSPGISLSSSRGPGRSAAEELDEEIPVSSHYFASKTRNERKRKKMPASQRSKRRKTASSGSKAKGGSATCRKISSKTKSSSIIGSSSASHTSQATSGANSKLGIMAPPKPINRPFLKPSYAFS
Apoferritin bind: binds horse apoferritin like a general anesthetic; P02791; apoferritin/1-aminoanthracene competitive binding, fluorescence; 350,000 compounds, 0.074% hits; Potency, µM (top dose mostly 77.5 µM), inactives show at the top dose activity change, negative = displacement, actives largely listed as inhibitors; also: potency is read from the fitted curve at half-maximal effect; % is scaled to controls: 0 for no effect and ±100 for the full control effect; nearly all actives have a fitted effect of over 20% in size
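Concentration-response curves derived by four-parameter Hill fitting of normalized fluorescence, where compounds displaced 1-AMA from 10 uM horse apoferritin following a brief 10 min room-temperature incubation; propofol titration acted as positive control.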
Tb PGK inh: T. brucei PGK inhibition; PGK/GAPDH coupled, Kinase-Glo luminescence, 60 min; 380,000 compounds, 0.043% hits; Potency, µM (doses to about 57.5 µM), for inactives: at the top dose activity change, negative = inhibition, usual class: inhibitors; P07378; also: potency is read from the fitted curve at half-maximal effect; % is scaled to controls: 0 for no effect and ±100 for the full control effect; nearly all actives have a fitted effect of over 60% in size
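Recombinant glycosomal PGK reaction used 1,3-bisphosphoglycerate generated in-well by GAPDH (100nM final) in 100mM TEA pH 7.6, 5mM MgCl2, 0.01% Tween-20. After 60 minutes at room temperature, ATP was read by Kinase-Glo Plus luminescence end-point.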
Pol iota inh: DNA polymerase iota (human) inhibition | 390,000 compounds, 1% hits | Pol iota fluorescent replication assay, 10 min | Potency, µM (top dose mostly 115 µM), for the others: at the top dose activity, negative = inhibition, actives largely listed as inhibitors | Q9UNA4; also: potency is read from the fitted curve at half-maximal effect
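Pol iota at 10 nM preincubated 15 min with compounds at room temperature; reaction started with fluorescent substrate, 50 nM final. Fluorescence read kinetically at 0 and 10 min; buffer-only wells as negative control.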
* marks the source's active call; other numbers are inactive results; i = inactive; ? = inconclusive; . = not tested or not shown; [ ] = dose if it differs, or a comment. Unless noted, calls follow the shape of the dose curve; as a rule, active = well fitted curve in the direction sought with a large enough effect; inconclusive = small, poorly fitted or top-dose-only effect, or another doubt; inactive = no such curve, though single readings can be large; an effect the other way counts as inactive or inconclusive. Not all compounds are listed, so the mix of outcomes need not match the whole.

SMILES | Pol kappa inh | Pol eta inh | Pol beta inh | APE1 inh | RXFP1 antag | BLM helicase inh | Apoferritin bind | Tb PGK inh | Pol iota inh
CCOC(=O)C(=COC(=O)c1ccccc1)NC(=O)Cc1ccccc1 | 2% | 5% | . | . | 8 | . | . | -9% | 80%[activator]
CC(C)(C)OC(=O)N/N=C\c1ccc(OC(=O)c2ccco2)cc1 | 1% | -9% | 14% | 1% | -34 | 0% | -13% | -4% | 69%[activator]
CC(=O)Nc1ccc(-c2nc3ccccc3c(=O)o2)cc1 | 1% | -12% | 85% | -5% | 2 | -1% | 15% | -1% | -8%
COc1ccc(OCC(=O)NC2CCCN(Cc3ccc(Cl)cc3)C2)cc1 (stereo not drawn) | 6% | -25% | 39% | -9% | -9 | -4% | -22% | i | 29%
CC(C)N(Cc1ccccc1)C(=O)COC(=O)C1CCN(c2ccc(C(F)(F)F)cn2)CC1 | -12% | ? | . | 22% | -31 | . | . | -4% | 7%
CCn1c(Cc2ccccc2)nnc1SCC(=O)Nc1ccc(OC)cc1 | -17% | -5% | -17% | 4% | 8 | 2% | -7% | -1% | 4%
Cc1ccc(C(=O)OCC(=O)NCc2cccs2)cc1S(=O)(=O)N1CCOCC1 | -11% | -9% | -2% | -4% | -22 | -2% | -15% | -10% | -20%
Cc1ccc(C(=O)NC(C)c2ccccc2)o1 (stereo not drawn) | 0% | -8% | 19% | -1% | 6 | -7% | -3% | -9% | 0%
CN(c1ccccc1)S(=O)(=O)c1cccc(NC(=O)c2cncc(Br)c2)c1 | -2% | 26% | ? | 1% | -4 | -11% | -5% | -9% | -11%
O=C(COc1cccc(NC(=O)c2cccc([N+](=O)[O-])c2)c1)c1ccc(Br)cc1 | -7% | 1% | -3% | 0% | -2 | 6% | ? | -1% | 3%

Next section (3 carried over from the part before).
SMILES | Pol kappa inh | Pol eta inh | Pol beta inh | APE1 inh | RXFP1 antag | BLM helicase inh | Apoferritin bind | Tb PGK inh | Pol iota inh
Cc1ccc(C(=O)NC(C)c2ccccc2)o1 (stereo not drawn) | 0% | -8% | 19% | -1% | 6 | -7% | -3% | -9% | 0%
CN(c1ccccc1)S(=O)(=O)c1cccc(NC(=O)c2cncc(Br)c2)c1 | -2% | 26% | ? | 1% | -4 | -11% | -5% | -9% | -11%
O=C(COc1cccc(NC(=O)c2cccc([N+](=O)[O-])c2)c1)c1ccc(Br)cc1 | -7% | 1% | -3% | 0% | -2 | 6% | ? | -1% | 3%
Cc1nnc(SCC(=O)NCc2ccccc2Cl)[nH]c1=O | 0% | -6% | -14% | -5% | -2 | 0% | -12% | -5% | 46%[activator]
O=C1c2ccccc2C(=O)N1CC#CCN1CCN(C2CCCCC2)CC1 | -13% | -10% | 6% | -4% | -3 | 4% | ? | 2% | -5%
Cc1ccc(NC(=O)c2cc3nc(-c4ccccc4)cc(-c4ccccc4)n3n2)cc1 | 7% | -9% | 0% | . | 5 | -5% | -6% | -5% | 60%[activator]
CCCCn1nnnc1NCc1cccnc1 | -14% | -14% | 6% | 22% | 6 | 4% | 6% | -3% | 3%
COc1ccc(N2C=C3C(=O)C(C)(OC(=O)CCc4ccccc4)C(=O)C=C3C=C2c2ccc(C#N)cc2)cc1 (stereo not drawn) | 10% | -15% | -2% | -1%[12.4 µM] | . | -1%[12.4 µM] | -10% | -9% | -3%
CCn1cc(CN2CCC(C(=O)Nc3ccc(Oc4cccnc4)cc3)CC2)c(C)n1 | -13% | -11% | 2% | -4% | -2 | 1% | -12% | -8% | 14%
COc1cc(OC)cc(C(=O)N(Cc2nc(-c3cccc(C)c3)no2)C(C)C)c1 | -1% | -6% | 0% | -2% | -11 | -18% | -13% | -9% | -4%
Cc1nc(C(=O)N2CCOCC2)sc1C1(C)CC(c2ccccc2)=NO1 (stereo not drawn) | -11% | -9% | -5% | -1% | . | -4% | -4% | 6% | 11%
COc1ccccc1C(=O)N1CCCC(c2nc(-c3cc(OC)c(OC)c(OC)c3)no2)C1 (stereo not drawn) | -10% | 0% | 1% | -3% | 6 | -2% | -7% | -2% | 28%
O=C(NC(=S)Nc1cccc(Cl)c1Cl)C1CC1 | -5% | -3% | 9% | -1% | 0 | -5% | ? | 8% | 1%
CC(=O)Nc1ccc(NS(=O)(=O)c2c(Cl)cccc2Cl)cc1 | -12% | 1% | -9% | -4% | 15 | 1% | -6% | 2% | 12%
CN(C)CCCN(C(=O)COc1ccccc1)c1nc2cc3c(cc2s1)OCO3 | -4% | -27% | -19% | 52% | -23 | 8% | -11% | 4% | 27%
CCCCCCCCN=C(N)c1ccc(C(=O)OCC2CCCCC2)cc1 | -9%[60.1 µM] | . | . | -1% | . | -12% | ? | . | .
CN(C)CCCNc1c2c(nc3cc(-c4cccc(F)c4)nn13)CCC2 | 9% | -8% | -7% | -5% | -4 | 1% | -2% | -9% | -8%
COc1cc(CNn2c(C)n[nH]c2=S)cc(Br)c1OCc1ccc(F)cc1 | -2% | -22% | -2% | 0% | -6 | 0% | -1% | -1% | 10%
CC[C@@H](C)[C@@H](C(=O)N1CCNCC1)n1cc(CCC(=O)O)nn1 | 1% | -26% | 2% | -4% | . | -4% | -5% | 9% | 0%
COc1ccc(N/C(=C2\CCCC2=O)C2CCCCC2)cc1 | 0% | -26% | . | . | . | . | . | 9% | 47%[activator]
COc1ccc(OC)c(-c2oc3ccccc3c(=O)c2O)c1 | -10% | -17% | -1% | 14% | -17 | -7% | -7% | 9% | 6%
COc1ccc(NC(=O)COC(=O)C(NC(=O)c2ccc(C)cc2)C(C)C)cn1 (stereo not drawn) | -10% | -30% | . | 9% | 5 | . | . | 0% | 49%[activator]
Cc1nc(C)c(C(=O)C2=C(O)C(=O)N(CCN3CCOCC3)C2c2cccnc2)s1 (stereo not drawn) | -3% | -16% | -4% | 5% | 3 | -11% | 3% | 0% | 16%
Cc1cc(C)n(-c2cc(=O)n(C)c(=O)n2C)n1 | 6% | -1% | 0% | 1% | 0 | 0% | -6% | 2% | 8%
Cc1cccc(N2N=C(C(=O)N3Cc4ccccc4CC3C(N)=O)CCC2=O)c1 (stereo not drawn) | 2% | -1% | . | -5% | -4 | . | . | -9% | 10%
C[C@H](CO)N1C[C@H](C)[C@@H](CN(C)Cc2ccc(Cl)c(Cl)c2)Oc2c(NS(=O)(=O)c3cn(C)cn3)cccc2C1=O | -6% | 2% | . | -12% | . | . | . | -7% | 10%
Cc1noc(C)c1C(=O)OCC(=O)NCc1ccccc1 | -3% | -15% | . | 5% | 8 | . | . | 3% | 25%
Cc1cccc2cc(C3CC(c4ccco4)=NN3C(=O)CCC(=O)O)c(Cl)nc12 (stereo not drawn) | -10% | 3% | -2% | 1% | 21 | 4% | -1% | -9% | 12%
COc1cc(CN(C)CCc2ccccn2)cc(OC)c1OC | -4% | -8% | 1% | -7% | -13 | -1% | 1% | i | 24%
O=[N+]([O-])c1ccc(N2CCNCC2)c(S(=O)(=O)N2CCOCC2)c1 | 2% | -19% | 3% | 0% | -16 | 2% | -4% | -7% | -13%
Brc1ccccc1-c1nnc(COc2cccc3cccnc23)o1 | -25% | ? | ? | 2% | 5 | -2% | -22% | 0% | ?
Cc1cc(OCc2cc(C(=O)N(C)Cc3ccccn3)no2)cc(C)c1Cl | -11% | ? | -11% | -12% | -8 | -4% | ? | 2% | 11%
CC(C)(CNC(=O)Cc1ccc(NS(=O)(=O)c2cccc(C(F)(F)F)c2)cc1)N1CCOCC1 | 4% | -8% | . | -7% | -4 | . | . | 5% | 27%
COCCN(C(=O)CCC(=O)Nc1cc(C)on1)C(C(=O)NC1CCCC1)c1ccccc1F (stereo not drawn) | -21% | 3% | -9% | 40% | -20 | -1% | -5% | 2% | ?
O=C(NCc1ccccc1)C1=C[C@@H](c2ccc(C(F)(F)F)cc2)C[C@@H](OCc2ccc(CO)cc2)O1 | -23% | -16% | -2% | -3% | . | -17% | ? | 12% | 3%
O=C1/C(=C/c2ccc(N3CCCC3)cc2)NC(=S)N1C1CC1 | -26% | -8% | -10% | -4% | -28 | -10% | -5% | -6%[11.5 µM] | ?
S=C(NCCc1ccccn1)NC1CCCCC1 | 0% | -13% | 30% | 3% | 0 | -1% | 1% | 0% | 1%
COc1ccccc1NC(=O)CSc1nnc(C2CCCCC2)n1-c1ccccc1 | 3% | -18% | 0% | -6% | -13 | -6% | -14% | 6% | 33%[activator]
CC(C)C(C)NC(=O)COc1ccc([N+](=O)[O-])cc1Cl (stereo not drawn) | -14% | -7% | 11% | 4% | -1 | 1% | -13% | 7% | 25%
O=C(N1CCCCC1)N1CCN(c2ccc(Cl)cc2)CC1 | -7% | -7% | 3% | 2% | -3 | -2% | 3% | i | 19%
Cc1ccc(N(CCC#N)C(=O)COC(=O)c2ccccn2)cc1 | -2% | 6% | 44% | 14% | 14 | -1% | -5% | 1% | 5%
Cc1cc(C)c(NC(=O)COC(=O)CCn2c(C)csc2=O)c(C)c1 | -4% | -15% | . | 38% | -11 | . | . | i | 6%
O=C(Nc1ccc(S(=O)(=O)Nc2cnc3ccccc3n2)cc1)c1ccccc1Br | -10% | -15% | -20% | 44%[12.4 µM] | 3 | -2% | -5% | -5% | 91%[activator]
CCOC(=O)c1cccc(NC(=O)[C@@H](c2ccccc2)N2Cc3ccccc3C2=O)c1 | -10% | -18% | 3% | . | . | -10% | -18% | 5% | -5%
O=C(C[C@H]1C/C=C\C[C@H](NC(=O)OCC2c3ccccc3-c3ccccc32)C(=O)O[C@H](c2ccccc2)CNC1=O)N[C@H](CO)Cc1ccccc1 | -20% | -7% | . | -19% | . | . | . | 6% | ?

Shown with two lines to a compound: two of the compounds above
Order of results: Pol kappa inh	Pol eta inh	Pol beta inh	APE1 inh	RXFP1 antag	BLM helicase inh	Apoferritin bind	Tb PGK inh	Pol iota inh
> CC(C)C(C)NC(=O)COc1ccc([N+](=O)[O-])cc1Cl (stereo not drawn)
→ -14%	-7%	11%	4%	-1	1%	-13%	7%	25%
> O=C(N1CCCCC1)N1CCN(c2ccc(Cl)cc2)CC1
→ -7%	-7%	3%	2%	-3	-2%	3%	i	19%

Source: PubChem
